zfTRPN1 agonist – zebrafish TRPN1 channel agonists, primary screen, cell-based, HEK293, calcium fluorescence. transient receptor potential cation channel N1 (TRPN1/NompC), Danio rerio. HEK293 zebrafish TRPN1-YFP, Fluo-8 calcium fluorescence; 100% = response to 87 µM carbachol. activation, % at 3 µM. actives 0.18% (n = 220,000). AID 1424, 2008;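 active = activation above its plate's cutoff, the mean activation of test wells on that plate plus 3 SD, cut at about 19% in these data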;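 also: 0% = DMSO alone and 100% = 87 µM carbachol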
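Material – zebrafish TRPN1-YFP in HEK293 cells · Doses – 3 µM single point · Schedule – dye 1 h 37 °C plus 30 min RT · Signal – Fluo-8 calcium fluorescence, excitation 470-495 nm, emission 515-575 nm · Read-out – % activation versus carbachol response · Control set – carbachol high, DMSO low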
CHOP inhibitor – inhibitors of CHOP promoter induction, primary screen, cell-based, unfolded protein response, luciferase reporter. CHO-K1 CHOP-promoter luciferase, tunicamycin-induced, 15-18 h. inhibition, % at 10 µM. AID 2732, 2010. actives 3.8% (n = 220,000);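 active = compounds that reduced the stress-induced luciferase reporter signal by more than about 70% of percent inhibition, limit read from the data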;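 also: 0% = tunicamycin plus vehicle and 100% = wells without tunicamycin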
TRPML3 ag – human TRPML3 channel agonists, primary screen, cell-based, HEK293 TRPML3-YFP, Fluo-8 calcium fluorescence, 3 µM | Mucolipin-3 (Homo sapiens), Q8TDD5 | 100% = the carbachol control signal | activation, % at 3 µM | actives 0.29% (n = 220,000) | AID 1448, 2008;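 active = activation above its plate's cutoff, the mean activation of the plate's test wells plus 3 SD, cut at about 12% in these data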;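 also: 0% = DMSO only wells and 100% = carbachol wells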
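Test system: HEK293 cells stably carrying human TRPML3-YFP; Doses: single dose, 3 µM final nominal compound, 0.3% DMSO final; Schedule: dye loading 1 h 37 °C then 30 min ambient, 125 s read; Technique: Fluo-8 calcium fluorescence; Benchmarks: high control carbachol 87 µM, low control DMSO.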
NPY2 pot ag – NPY-Y2 potentiators or agonists, primary screen, cell-based | Neuropeptide Y receptor type 2 (Homo sapiens), P49146 | cells expressing NPY-Y2, potentiator/agonist read-out | activation, % at 3.6 µM | actives 0.45% (n = 220,000) | AID 1359, 2008; in the data active = activation above about 27%;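 also: cells stimulated with NPY near EC25 plus isoproterenol at EC100; 0% = vehicle plus submaximal agonist and 100% = vehicle plus saturating agonist; some results beyond the cut were filed as inactive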
S1P4 ag – S1P4 receptor agonists, primary screen, cell-based. Sphingosine 1-phosphate receptor 4 (Homo sapiens), O95977. S1P4-expressing cell line, agonist reporter assay. activation, % at 4.98 µM. actives 0.35% (n = 220,000). AID 1509, 2009; in the data active = activation above about 11%;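 also: 0% = DMSO vehicle and 100% = reference agonist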
Target sequence (O95977 whole entry, looked up): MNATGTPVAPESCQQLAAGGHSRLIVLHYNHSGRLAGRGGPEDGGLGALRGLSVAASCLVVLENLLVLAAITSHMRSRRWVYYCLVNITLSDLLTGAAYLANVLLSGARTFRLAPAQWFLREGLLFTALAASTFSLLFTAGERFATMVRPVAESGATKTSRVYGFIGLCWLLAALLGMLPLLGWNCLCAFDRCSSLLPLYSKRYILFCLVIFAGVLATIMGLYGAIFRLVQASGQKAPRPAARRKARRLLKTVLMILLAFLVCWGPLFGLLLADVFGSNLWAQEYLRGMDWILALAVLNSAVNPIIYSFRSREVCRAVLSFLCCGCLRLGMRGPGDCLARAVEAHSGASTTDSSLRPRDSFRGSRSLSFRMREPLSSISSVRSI
EP2 mod – EP2 receptor modulators, cAMP readout, primary screen, cell-based, HTRF cAMP, PGE2 stimulation. AID 940, 2007. actives 0.83% (n = 260,000). EP2-expressing cells, cAMP HTRF FRET, PGE2 co-stimulation. induction, % at 25 µM. Prostaglandin E2 receptor EP2 subtype (Homo sapiens), P43116;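 active = compounds whose cAMP rise, as percent of the full-agonist control response, exceeds 60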;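 also: rat C6 glioma line stably carrying human EP2 under a CMV promoter; the protocol text gives 20 µM as final concentration; 100% = response of wells given 1 µM PGE2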
NPY1 pot ag – NPY-Y1 receptor potentiators or agonists, primary screen, cell-based | Neuropeptide Y receptor type 1 (Homo sapiens), P25929 | NPY-Y1 expressing cells, potentiator/agonist activation | activation, % at 3.6 µM | actives 0.37% (n = 220,000); in the data active = activation above about 33%, passing the limit was not always enough;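 also: cells stimulated with NPY at EC10 then isoproterenol at EC100; 0% = low agonist plus stimulus and 100% = saturating agonist plus stimulus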
Target sequence (P25929 whole entry, looked up): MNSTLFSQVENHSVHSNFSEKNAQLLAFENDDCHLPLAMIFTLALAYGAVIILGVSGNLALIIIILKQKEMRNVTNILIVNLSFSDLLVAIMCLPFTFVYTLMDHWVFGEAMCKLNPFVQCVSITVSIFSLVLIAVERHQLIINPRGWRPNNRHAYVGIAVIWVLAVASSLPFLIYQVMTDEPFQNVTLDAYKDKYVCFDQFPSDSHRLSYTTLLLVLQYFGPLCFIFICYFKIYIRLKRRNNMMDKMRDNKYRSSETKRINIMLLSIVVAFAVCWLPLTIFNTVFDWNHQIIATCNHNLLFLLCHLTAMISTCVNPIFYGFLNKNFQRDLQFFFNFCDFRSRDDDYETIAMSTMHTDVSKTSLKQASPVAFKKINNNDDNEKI
S1P4 antagonist – S1P4 receptor antagonists, primary screen, cell-based; inhibition, % at 4.98 µM; AID 1510, 2009; S1P4-expressing cells, antagonist mode, reporter read-out; actives 0.26% (n = 220,000); in the data active = inhibition above about 29%;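 also: 0% = wells stimulated with agonist and 100% = vehicle wells without agonist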
NPY-Y1 antag – NPY-Y1 receptor antagonists, primary screen, cell-based. Neuropeptide Y receptor type 1 (Homo sapiens), P25929. HEK293-CNG Y1 cells, membrane potential fluorescence; NPY at EC95, then isoproterenol. inhibition, % at 3.6 µM. actives 1% (n = 200,000). AID 1040, 2008;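 active = inhibition above the campaign mean inhibition of all tested compounds plus 3 SD, cut at about 20% in these data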;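 also: 0% = DMSO wells given NPY plus isoproterenol and 100% = isoproterenol alone without NPY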
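Test system – HEK293 Y1/CNG channel cell line · Also added – NPY agonist 25 nM, then isoproterenol 1 µM plus Ro 20-1724 25 µM · Compound dosing – one concentration, 3.6 µM, in 0.4% DMSO · Schedule – compound incubation 1 h at room temperature, readout 45 min post-stimulation · Technique – fluorescence, membrane potential probe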
An asterisk follows results filed as active; . = no result given; & = joins results of further samples.

SMILES	zfTRPN1 agonist	CHOP inhibitor	TRPML3 ag	NPY2 pot ag	S1P4 ag	EP2 mod	NPY1 pot ag	S1P4 antagonist	NPY-Y1 antag
O=C(CN1CCN(S(=O)(=O)c2ccc(Br)cc2)CC1)Nc1ccccc1F	-0.7	33	-0.2	-5	-1.3	-8	-26	-15	7
COc1ccc(C(=O)NCc2ccc(C)cc2)cc1S(=O)(=O)N1CCCc2ccccc21	-0.4	35	0.7	4	-2.7	4	-7	12	-1
CCCC(=O)Nc1ccc2c(c1)nc(CN1CCCCC1)n2C	0.0	-16	0.8	-3	2.6	5	-3	3	-3
O=c1c(Oc2ccccc2Br)c(C(F)(F)F)oc2c(CN3CCCC3)c(O)ccc12	0.8	12	0.4	0	-0.3	3	-3	3	-1
COc1ccc(OC)c(NC(=O)CCN2CCN(c3ccccc3F)CC2)c1	-1.1	26	0.1	-23	2.3	-27	-13	-23	4
CC1(C)CC(=O)C=C(NNC(=O)c2cccnc2)C1	0.7	-13	0.1	2	-0.4	-9	-11	-10	.
Cc1ccccc1-n1nnnc1SCC(=O)NCC1CCCO1 (stereo not given)	0.9	-4	0.7	-2	0.6	3	0	-20	1
COc1cccc(CN2CCN(Cc3nc4c(s3)CCCC4)CC2CCO)c1 (stereo not given)	2.4	1	2.9	-3	-0.9	-20	-2	-4	0
Cc1ccc(CC(=O)N2CCN(c3cccc(C(F)(F)F)c3)CC2)cc1	-3.7	37	-1.7	8	0.7	14	23	-6	14
CCOC(=O)C1CCN(C(=O)CSc2n[nH]c(=O)[nH]c2=O)CC1	1.2	5	0.0	2	0.2	19	-23	-9	7
COCCN=C1Sc2nc3cc(C)c(C)cc3cc2CN1Cc1cccs1	1.1	-56	0.7	-25	0.1	15	-22	-10	.
O=C(CSc1nnc(COc2ccccc2F)n1-c1ccccc1)NCc1ccco1	-0.5	30	-0.8	8	0.9	4	10	3	1
CCc1nnc(NC(=O)CSc2nnc(C3CCCCC3)n2-c2cccc(Cl)c2)s1	0.1	42	-0.4	1	-1.1	9	9	12	-3
O=C(CN1CCC(O)(c2ccc(F)cc2)CC1)NCc1ccc(F)cc1	0.3	30	0.6	14	1.0	-34	7	-6	-2
Cc1cc([N+](=O)[O-])ccc1NCc1ccco1	-2.1	4	-0.8	6	0.9	17	4	-17	2
COc1ccc(-c2noc(CSc3nc4ccccc4c(=O)n3-c3ccc(C)cc3)n2)cc1	-1.3	4	0.2	-1	2.1	4	-6	-24	1
CN=C1S/C(=C\c2cn(CC(=O)OC)c3ccccc23)C(=O)N1C	-0.2	-11	0.4	3	-1.3	-12	5	8	-4
CN(CC(=O)Nc1ccc(F)c(F)c1)S(=O)(=O)c1cccc2nsnc12	-0.5	11	-0.3	-6	0.7	-11	-4	-31	-3
N#C/C(=C/c1cn(-c2ccccc2)nc1-c1cccc(OCc2ccc(F)cc2)c1)C(=O)NCCCn1ccnc1	2.4	-45	0.7	-19	-0.2	8	-15	1	5
CNc1nc(Nc2ccccc2)nc(OCC(F)(F)F)n1	-0.8	23	-0.7	-10	-0.7	21	-6	-6	-8
CS/C(N)=N/S(=O)(=O)c1ccc(NC(C)=O)cc1	0.5	0	0.3	-4	1.5	12	4	-7	.
CCc1ccc(-c2ccc(C(=O)O)cc2)nc1	0.4	-23	0.6	-22	1.0	0	-2	-2	1
COc1ccccc1NC(=S)NC(=O)CC(C)C	-2.0	9	-1.6	-8	0.1	-39	14	-9	-4
NC(=O)c1ccsc1NC(=O)c1nc(-c2ccccc2)n(-c2ccccc2)n1	-0.7	16	-0.2	23	-1.5	18	10	-20	-5
CCCCC(=O)Nc1ncc(Br)s1	-1.5	61	-0.8	-2	1.2	10	-14	-27	-3
CCn1c(SCC(=O)NCC2CCCO2)nc2cc(S(=O)(=O)N3CCCCC3)ccc21 (stereo not given)	-0.3	-4	-0.8	12	1.6	-14	-3	8	2
O=C(NNC(=O)C1CCCCC1)c1cnccn1	-0.9	-20	0.3	-1	1.7	0&20	-21	0	1
COc1ccccc1/C=C/C(=O)OCCN1CCOCC1	2.0	3	0.1	-5	-1.1	-6	-11	-11	-6
CCOC(=O)CSc1nc2ccccc2n2cnnc12	1.1	24	0.6	-3	-0.6	-4	-18	-13	4
COc1cc(OC)cc(-n2nnnc2SCC(=O)NCc2ccc3c(c2)OCO3)c1	-2.1	-2	-0.4	-1	-1.9	3	-25	-3	6

Among those listed so far, these have bromine.
SMILES	zfTRPN1 agonist	CHOP inhibitor	TRPML3 ag	NPY2 pot ag	S1P4 ag	EP2 mod	NPY1 pot ag	S1P4 antagonist	NPY-Y1 antag
O=C(CN1CCN(S(=O)(=O)c2ccc(Br)cc2)CC1)Nc1ccccc1F	-0.7	33	-0.2	-5	-1.3	-8	-26	-15	7
O=c1c(Oc2ccccc2Br)c(C(F)(F)F)oc2c(CN3CCCC3)c(O)ccc12	0.8	12	0.4	0	-0.3	3	-3	3	-1
CCCCC(=O)Nc1ncc(Br)s1	-1.5	61	-0.8	-2	1.2	10	-14	-27	-3

A run of entries from the list above, for reference:
SMILES	zfTRPN1 agonist	CHOP inhibitor	TRPML3 ag	NPY2 pot ag	S1P4 ag	EP2 mod	NPY1 pot ag	S1P4 antagonist	NPY-Y1 antag
O=C(CN1CCN(S(=O)(=O)c2ccc(Br)cc2)CC1)Nc1ccccc1F	-0.7	33	-0.2	-5	-1.3	-8	-26	-15	7
COc1ccc(C(=O)NCc2ccc(C)cc2)cc1S(=O)(=O)N1CCCc2ccccc21	-0.4	35	0.7	4	-2.7	4	-7	12	-1

(more compounds)
SMILES	zfTRPN1 agonist	CHOP inhibitor	TRPML3 ag	NPY2 pot ag	S1P4 ag	EP2 mod	NPY1 pot ag	S1P4 antagonist	NPY-Y1 antag
CC(NC(=O)C(=O)NN=C1CCC(C(C)(C)C)CC1)c1ccccc1 (stereo not given)	0.3	43	0.1	1	0.9	48	5	-10	0
Cc1nc2ncnn2c(N2CCN(c3cccc(C(F)(F)F)c3)CC2)c1C	2.3	73*	-2.0	-10	-3.0	8	-1	-12	9
O=C(CCS(=O)(=O)c1cc(Br)cc2c1N(C(=O)C1CC1)CC2)NCc1ccco1	-0.8	9	-0.2	7	-0.8	-1	0	4	1
Cc1nc2cc(C(=O)OCC(=O)NC(C)C(C)C)ccc2n1-c1ccccc1 (stereo not given)	4.4	24	2.1	-1	0.4	-16	-13	-5	16
Cn1c(-c2ccc(F)cc2)cnc1SCC(=O)NCc1ccco1	-0.6	11	0.0	9	-0.6	-3&-17	-3	5	-7
O=C(COC(=O)CCC1CCCC1)Nc1nc2c(F)c(F)c(F)cc2s1	1.4	27	0.3	-7	-0.3	-11	4	-12	10
CC1=C(C(=O)OCc2ccccc2)C(c2ccc(-c3ccccc3)cc2)NC(=O)N1CCCCCC(=O)O (stereo not given)	1.0	5	-0.5	-13	0.5	-11	-15	18	0
CCOc1ccc(OCc2ccc(C(=O)N3CCCC(C)C3)cc2)cc1 (stereo not given)	-2.2	-8	0.9	9	1.1	17	8	11	3
COc1cc(NC(=S)N2CCN(c3ccccn3)CC2)c(OC)cc1Cl	-0.1	17	0.2	-5	-0.7	-15	1	-7	2
COc1ccc(CCNC(=O)C2CCN(C(=O)c3cccs3)CC2)cc1	0.9	-5	1.2	7	-1.2	12	27	-2	2
O=C(Cc1ccc([N+](=O)[O-])cc1)Nc1ccc2c(c1)OCO2	-0.8	32	-0.4	5	1.3	20	-1	-11	2
Cc1ccc(CN2CCN(Cc3ccon3)CC2CCO)cc1 (stereo not given)	-0.4	8	0.8	9	0.7	3	14	-2	0
COc1cccc(-c2cc(C(=O)Nc3ccc4c(c3)OCCO4)c3ccccc3n2)c1	0.2	-10	0.1	-5	0.6	15	-11	-24	3
COc1ccccc1/C=C/C(C)=O	0.0	3	0.2	-4	0.4	18	-12	-10	9
CCOC(=O)C1(CCCc2ccccc2)CCN(C(=O)CCn2cncn2)CC1	1.2	-9	0.7	4	-0.1	-5	-11	-13	10
COc1ccc(C2CC2/C(=N/OC(=O)c2cccs2)c2ccccc2)cc1 (stereo not given)	1.7	42	0.6	-1	0.1	43	-23	3	4
COc1cccc(-c2nnc(SCC(N)=O)n2-c2ccc(Cl)cc2)c1	0.5	-3	0.1	10	1.5	-5	-14	-10	0
Cc1nc(CSc2nnc3scc(-c4ccc(Cl)cc4)n23)cs1	-1.6	22	-0.4	17	-1.5	4	7	-22	2
OCCN(Cc1ccccc1)Cc1ccccc1O	0.6	-2	1.0	3	1.2	-1	15	2	4
CN1CCN(NC(=S)NC2CCCCC2)CC1	0.9	-2	0.4	-18	-4.9	20	-9	0	2
COc1cc(C(=O)O)c2ccccc2n1	-0.1	14	0.8	-5	-0.1	29	1	-19	4
COc1ccc(N(CC(=O)N/N=C/c2cccc3c2OCCO3)S(=O)(=O)c2ccc(NC(C)=O)cc2)cc1	-0.1	8	0.1	18	0.8	-23	38	-10	-6
O=C(CCCCCN1C(=O)c2cccc3cccc(c23)C1=O)N1CCOCC1	-0.3	4	-0.2	9	0.9	2	-12	-24	-3
CO/N=C/C(NC(=O)c1ccc(C(F)(F)F)cc1)C(=O)OC (stereo not given)	-0.4	0	1.0	-10	1.1	-14	-6	-20	1
CC1CN(c2ccc(C(=O)c3ccccc3C(=O)O)cc2[N+](=O)[O-])CC(C)O1 (stereo not given)	0.9	-9	1.1	-4	0.4	25	-12	-19	1
CCOC(=O)C1CCN(CCC(=O)Nc2ccc(Cl)cc2)CC1	1.4	-15	0.9	11	-0.8	-42	14	18	-1

Only zfTRPN1 agonist (six entries from above):
canonical_smiles	zfTRPN1 agonist
Cc1nc2cc(C(=O)OCC(=O)NC(C)C(C)C)ccc2n1-c1ccccc1 (stereo not given)	4.4
Cc1ccccc1-n1nnnc1SCC(=O)NCC1CCCO1 (stereo not given)	0.9
O=C(CN1CCN(S(=O)(=O)c2ccc(Br)cc2)CC1)Nc1ccccc1F	-0.7
NC(=O)c1ccsc1NC(=O)c1nc(-c2ccccc2)n(-c2ccccc2)n1	-0.7
COc1cccc(-c2nnc(SCC(N)=O)n2-c2ccc(Cl)cc2)c1	0.5
COc1ccccc1NC(=S)NC(=O)CC(C)C	-2.0

Compound activity (PubChem BioAssay)

Rows are unselected. Share with any hit: about 6.5%.
